Assay outcomes from PubChem.
Neddylation inh: inhibitors of human cullin neddylation; P61081+Q13564; TR-FRET cullin neddylation, biochemical; calls only at 25 µM; hit rate 0.58% among 360,000; AID 651699; in the data active means inhibition above about 36%
Target sequence (P61081 whole entry, looked up): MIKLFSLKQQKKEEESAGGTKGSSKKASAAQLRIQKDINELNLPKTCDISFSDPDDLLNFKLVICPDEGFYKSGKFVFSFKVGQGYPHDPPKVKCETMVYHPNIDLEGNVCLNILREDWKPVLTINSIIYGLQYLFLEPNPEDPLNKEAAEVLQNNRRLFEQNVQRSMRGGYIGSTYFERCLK
Target sequence (Q13564 whole entry, looked up): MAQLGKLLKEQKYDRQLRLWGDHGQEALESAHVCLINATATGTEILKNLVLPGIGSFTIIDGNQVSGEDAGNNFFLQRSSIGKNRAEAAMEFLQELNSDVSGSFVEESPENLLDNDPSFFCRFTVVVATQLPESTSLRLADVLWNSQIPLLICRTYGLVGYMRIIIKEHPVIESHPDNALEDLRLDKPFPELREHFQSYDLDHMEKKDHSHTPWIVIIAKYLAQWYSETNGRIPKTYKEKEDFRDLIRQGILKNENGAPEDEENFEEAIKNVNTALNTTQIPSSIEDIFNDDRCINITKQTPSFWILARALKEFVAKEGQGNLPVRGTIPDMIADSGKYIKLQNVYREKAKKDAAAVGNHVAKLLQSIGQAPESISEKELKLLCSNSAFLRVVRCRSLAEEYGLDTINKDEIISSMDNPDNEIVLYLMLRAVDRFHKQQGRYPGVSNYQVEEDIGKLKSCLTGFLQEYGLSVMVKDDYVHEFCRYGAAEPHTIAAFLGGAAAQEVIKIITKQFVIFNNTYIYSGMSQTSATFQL
E coli Lon inh: inhibitors of E. coli Lon protease; purified E. coli Lon protease, fluorescence polarization; inhibition, % at 7.94 µM; hit rate 0.42% among 360,000; in the data active means inhibition above about 13%, passing the limit was not always enough;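 further: 0% = enzyme with probe and DMSO and 100% = no enzyme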
FAS TE block: inhibitors of human fatty acid synthase thioesterase domain. recombinant FAS-TE, OMFH fluorogenic substrate, fluorescence endpoint. AID 602261. inhibition, % at 15 µM. hit rate 0.67% among 360,000;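 active means compounds whose normalised, plate-corrected inhibition of enzyme fluorescence in the single-dose primary screen is 50% or more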;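 further: 0% = DMSO with enzyme and 100% = substrate without enzyme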
Rin1-Abl PPI inh: inhibitors of human Rin1-Abl protein interaction; AID 588664; hit rate 0.4% among 360,000; inhibition, % at 7.35 µM; P00519+Q13671; TR-FRET Rin1/Abl binding, biochemical; in the data active means inhibition above about 5%, passing the limit was not always enough
SKN-1 block: blocks SKN-1 activity in C. elegans; C. elegans VP596 Pgst-4::GFP/RFP ratio, acrylamide-induced, 24 h; hit rate 0.49% among 360,000; inhibition, % at 21.8 µM; AID 624304;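 active means interference check ratio from 0.5 to 1.5 plus GFP to RFP signal ratio inhibition reaching or exceeding a fixed threshold, cut at about 30% in these data, passing the limit was not always enough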; further: some compounds called inactive have numbers as strong as hits
MT1-MMP act inh: MT1-MMP (human) activation inhibition. AID 651647. hit rate 0.061% among 360,000. HT1080 RFP-PRO-GFP cells, GFP/RFP ratio fluorescence, overnight; percent of plate control window, DMSO zero. P50281. GFP/RFP ratio change, % at 20 µM;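 active means GFP/RFP ratio change of at least 30% with cell ATP level not reduced by more than half and red fluorescence within 50% of control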; further: strong numbers were not always called active
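Assay system – RFP-PRO-GFP reporter HT1080 cells · Compound dosing – single dose of 20 µM compound, 1% DMSO final · Incubation – overnight compound exposure at 37 °C · Measure – GFP/RFP fluorescence ratio · Benchmarks – DMSO wells and RFP-L50D-GFP cells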
MLLE-PAM2 inh: blocks PAM2 peptide binding to the PABP1 MLLE domain; GST-MLLE / FITC-PAM2 fluorescence polarization; inhibition, % at 20 µM; hit rate 0.36% among 360,000; in the data active means inhibition above about 35%, passing the limit was not always enough;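 further: plate controls were DMSO wells with GST-MLLE for no effect and wells lacking GST-MLLE protein for full effect; some results filed as inactive read as strong as hits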
bovine MsrA act: bovine methionine sulfoxide reductase A activation; hit rate 0.3% among 360,000; purified bovine MsrA, absorbance read-out; AID 602163; activation, % at 10.6 µM; in the data active means activation above about 7.5%;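 further: 0% = vehicle and 100% = reference activator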
CendR NRP1 mod: alters CendR peptide binding to human NRP-1. inhibition, % at 25 µM. hit rate 0.85% among 360,000. FAM-RPARPAR peptide binding to NRP-1, fluorescence polarization. AID 602438;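 active means inhibition or corrected inhibition above about 18%, plus a signal ratio from 0.5 to 1.5, limit read from the data, passing the limit was not always enough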; further: strong numbers were not always called active
* = called active by the depositor; i = inactive; · = no result given; + = active, no number.

SMILES | Neddylation inh | E coli Lon inh | FAS TE block | Rin1-Abl PPI inh | SKN-1 block | MT1-MMP act inh | MLLE-PAM2 inh | bovine MsrA act | CendR NRP1 mod
C/C(CC(=O)NCCCN1CCOCC1)=N\NC(=O)COc1ccc(Cl)cc1 | i | 1.5 | -5.5 | -3.1 | 8.3 | 1.1 | 5.5 | -2.2 | 4.0
CC1C=CCC2C(=O)N(c3ccccc3OC(=O)c3cccs3)C(=O)C12 (centres undefined) | i | 1.9 | -5.6 | 1.3 | 17.3 | -3.8 | 14.1 | -3.1 | 7.3
Cc1cccc[n+]1CC(=O)Nc1ccc([N+](=O)[O-])cc1 | i | 3.4 | -8.2 | 1.0 | -1.0 | -3.9 | -4.3 | -3.6 | -1.9
Cc1[nH]c(N)nc(=S)c1CCCNc1ccccc1 | i | 3.2 | 0.3 | 2.6 | 8.2 | 8.6 | 40.1* | 0.6 | -0.5
O=C(CCn1c(=O)c2ccccc2n(CC(=O)NC2CCCC2)c1=O)NCc1ccco1 | i | -8.5 | -8.0 | 3.6 | 5.3 | -2.7 | 5.4 | 0.9 | 3.5
NC(=O)c1ncn([C@@H]2O[C@H](CO)[C@@H](O)[C@H]2O)c1O | i | 11.8 | -0.2 | 1.1 | -4.6 | 1.2 | 2.3 | -1.4 | 2.5
C#CCOCCOCCOCCNc1nc(N2CCN(C(=O)[C@H]([C@@H](C)CC)n3cc([C@@H](N)Cc4ccc(O)cc4)nn3)CC2)nc(N2CCN(C(=O)[C@H]([C@@H](C)CC)n3cc([C@@H](N)CC(C)C)nn3)CC2)n1 | i | -2.1 | -9.1 | 2.5 | 5.1 | 0.0 | 5.2 | -0.2 | 6.5
CN(C(=O)CN1CCC(NC(=O)c2ccccc2Br)CC1)C1CCCCC1 | i | -3.4 | -5.0 | 0.1 | 13.3 | 0.1 | -4.6 | -0.9 | 10.7
COc1ccc(Cn2cc(CN3CCc4onc(-c5ccc(Br)cc5)c4C3=O)nn2)cc1 | i | · | · | · | 8.0 | 2.2 | · | · | -1.2
Cc1cccc(N2C(=O)CSC23CCCCC3)c1 | i | -11.2 | -4.8 | 3.0 | -0.9 | -0.7 | 5.6 | -5.5 | 9.7
Cc1ccc(-c2nc(C(F)(F)F)cc(=O)[nH]2)cc1 | i | -11.6 | -3.5 | 4.2 | 6.6 | -1.4 | 3.8 | -2.3 | 6.2
CCC(c1nnnn1CCc1ccccc1)N1CCN(c2ccc(OC)cc2)CC1 (centres undefined) | i | -1.0 | 13.4 | 1.8 | -4.6 | -7.0 | 5.6 | -1.2 | 10.1

Some of these compounds in order of their number in Rin1-Abl PPI inh, largest number first:
SMILES,Rin1-Abl PPI inh
Cc1cccc(N2C(=O)CSC23CCCCC3)c1,3.0
C#CCOCCOCCOCCNc1nc(N2CCN(C(=O)[C@H]([C@@H](C)CC)n3cc([C@@H](N)Cc4ccc(O)cc4)nn3)CC2)nc(N2CCN(C(=O)[C@H]([C@@H](C)CC)n3cc([C@@H](N)CC(C)C)nn3)CC2)n1,2.5
NC(=O)c1ncn([C@@H]2O[C@H](CO)[C@@H](O)[C@H]2O)c1O,1.1

Later entries.
SMILES | Neddylation inh | E coli Lon inh | FAS TE block | Rin1-Abl PPI inh | SKN-1 block | MT1-MMP act inh | MLLE-PAM2 inh | bovine MsrA act | CendR NRP1 mod
COc1cc(NC(=O)C2CC(=O)NC3=C2C(=O)CC(C)(C)C3)c(OC)cc1Cl (centres undefined) | i | -0.9 | -3.9 | -1.9 | -4.3 | 0.5 | 4.0 | -10.3 | -13.0
CC(C)c1onc(C(=O)N2CCC(C(N)=O)CC2)c1[N+](=O)[O-] | i | -0.8 | -4.7 | -4.8 | 5.0 | -2.0 | -5.4 | -4.8 | -4.5
O=C(COc1cccc2cccnc12)N/N=C/c1ccccc1O | i | -2.0 | -0.3 | -2.9 | -7.7 | 3.2 | -4.3 | -2.5 | -0.2
CS(=O)(=O)ON=C1CCN(S(=O)(=O)c2ccccc2)CC1 | i | -6.1 | -2.6 | 4.4 | 14.9 | 2.4 | 14.6 | -3.4 | -1.5
O=C(NCC(=O)N1CCOCC1)c1ccc(Cl)cc1 | i | -4.5 | -3.9 | 2.6 | 0.9 | -0.4 | 6.1 | -6.5 | -2.2
O=C(Nc1ccccc1N1CCOCC1)c1cccnc1 | i | 6.5 | -5.6 | -7.1 | 6.1 | -1.6 | -0.1 | -2.6 | 9.5
NS(=O)(=O)c1ccc(NC(=O)c2ccc(CSc3ccccc3)o2)cc1 | i | -7.2 | -4.8 | 0.1 | 4.0 | 0.0 | 4.1 | -2.6 | -2.3
COc1cc(NC(=O)c2cc([N+](=O)[O-])ccc2N2CCOCC2)ccc1NC(=O)c1ccco1 | i | 10.0 | 23.3 | -5.0 | 10.1 | -3.6 | 2.7 | -2.7 | -5.8
CC1CN(C(=O)c2cc(S(=O)(=O)N3CCCC3)c(Cl)cc2Cl)CC(C)O1 (centres undefined) | i | -9.2 | -5.2 | -3.2 | 6.4 | 3.1 | 1.1 | -0.8 | 14.1
CN1CCC(=NNC(=O)c2ccc(N(Cc3ccccc3Cl)S(C)(=O)=O)cc2)CC1 | i | 1.7 | -7.8 | -1.2 | 2.6 | 3.2 | -9.1 | -7.2 | -1.0
CS(=O)(=O)c1ccc2nc(NC(=O)CCNC(=O)c3ccc([N+](=O)[O-])cc3)sc2c1 | i | -9.5 | 9.1 | -6.1 | 1.3 | -2.4 | -16.4 | 1.5 | -5.9
CN1CCN(S(=O)(=O)c2cc([N+](=O)[O-])ccc2Cl)CC1 | i | -0.1 | -0.7 | 2.6 | -9.1 | 2.8 | 1.6 | -1.3 | 10.2
Cc1[nH]nc(SCC(=O)N2CCC(C)CC2)c1[N+](=O)[O-] | i | -9.4 | -2.9 | 0.1 | -16.7 | -5.4 | 6.7 | -1.4 | 3.3
Cc1ccc(NCCC(=O)c2ccc(Br)cc2)cc1 | i | 0.1 | -4.4 | 0.9 | -3.0 | 3.0 | 17.2 | -0.7 | -2.8
O=C1C=C(c2ccoc2)N2CCC[C@H]2C1 | i | 9.2 | -10.0 | 4.0 | -2.0 | -7.6 | 11.5 | -16.6 | -12.8
Cc1ccnn1C(C)C(=O)O (centres undefined) | i | -3.9 | -5.1 | 0.5 | 5.1 | -3.5 | 12.5 | -3.4 | 4.8
CC[N+](C)(C)c1cccc(O)c1 | i | 15.1 | -1.8 | 0.6 | 5.1 | · | -6.6 | -0.8 | -2.1
O=C(Nc1ccccc1)c1nc[nH]c1C(=O)NCCCCCCNC(=O)c1[nH]cnc1C(=O)Nc1ccccc1 | i | -4.4 | 6.1 | -1.3 | 10.3 | 1.7 | 0.7 | -1.6 | 1.9
CCC1(CC)C(=O)NC(=O)NC1=NCCc1ccc(O)cc1 | i | -8.5 | -5.0 | -0.2 | -1.2 | 5.3 | 9.3 | -2.8 | 2.0
CCCCc1nnc(NC(=O)Cn2cnc3ccccc3c2=O)s1 | i | 2.3 | -6.5 | -0.4 | 19.4 | 2.6 | 6.3 | -0.1 | 1.2
CCCS(=O)(=O)NC(=O)C1(C)CCN(C(=O)c2cccc3ccccc23)C1 (centres undefined) | i | -15.3 | -6.9 | -2.5 | -16.1 | -3.2 | 3.9 | -4.6 | 2.3
CCOC(=O)N1CCN(C(=O)CSc2nc3c(cnn3-c3ccccc3)c(=O)[nH]2)CC1 | i | 1.8 | -6.0 | 3.9 | -15.8 | -2.2 | -5.5 | -0.6 | 0.9
Cc1ccc(CCNC(=O)C2CCN(S(=O)(=O)N3CCC4(CC3)OCCO4)CC2)cc1 | i | -5.2 | -2.9 | 5.0 | 1.9 | 6.0 | -9.0 | -2.4 | -14.4
CC1(NC(=O)c2cc(-c3cccs3)nn2-c2ccccc2)CCS(=O)(=O)C1 (centres undefined) | i | -5.8 | -1.8 | -6.4 | 12.4 | -0.6 | -5.0 | 0.5 | -1.3
CC(C)CNC(=S)NNC(=O)CC(C)O (centres undefined) | i | 2.7 | -5.1 | 0.1 | 5.0 | 2.1 | 9.2 | -3.7 | 2.4
Cc1cccc(NCC(=O)c2c(N)n(C)c(=O)n(C)c2=O)c1C | i | 2.9 | -4.3 | 1.2 | 6.2 | 0.6 | -1.2 | -5.9 | -1.2
COc1ccc(NC(=O)C2C(=O)N(CCO)C3(C)CC2c2ccccc2O3)cc1 (centres undefined) | i | 4.4 | -6.3 | -1.1 | 15.4 | -5.4 | -2.5 | 0.7 | 4.3
Cn1c(=O)[nH]c(=O)c2c1nc(Br)n2CCSc1nnnn1-c1ccccc1 | i | -6.2 | -4.4 | 0.5 | 9.8 | -4.3 | 1.4 | -1.7 | -0.1
COc1ccccc1C(O)(c1ccccc1)C(CN1CCOCC1)c1ccccc1 (centres undefined) | i | -4.9 | 11.8 | 1.6 | -1.6 | -4.5 | 10.5 | 0.2 | 6.2
COc1cc(NC(=O)CCN2CCN(c3ccccc3OC)CC2)cc(OC)c1 | i | -7.9 | -6.9 | -1.5 | 6.7 | 3.6 | -6.0 | -1.0 | -12.7
NC12NC(=O)C3(O)C4C5CC(C6C5C3C61)C42 (centres undefined) | i | -2.9 | -5.8 | -2.1 | 0.9 | 4.7 | 1.9 | -1.3 | -10.0
COc1ccc(-n2nnnc2-c2cnc3cc4c(cc3c2C)OCO4)cc1 | i | 1.7 | 2.8 | 5.5 | 12.4 | 6.4 | 2.5 | 1.4 | 13.5
Cc1cccc(C(=O)N/N=C/c2cc(Br)c(Br)o2)c1 | i | -1.4 | 10.7 | -1.9 | 5.6 | 2.6 | -1.5 | -6.1 | -1.9
CCOCCn1c(N2CCN(c3ccccc3)CC2)nc2c1c(=O)[nH]c(=O)n2C | i | -5.8 | -3.2 | 3.7 | -1.5 | 2.3 | 11.3 | -3.5 | 2.3
COc1ccc(S(=O)(=O)N(C)C[C@@H]2Oc3ccc(NS(=O)(=O)c4cn(C)cn4)cc3C(=O)N([C@@H](C)CO)C[C@@H]2C)cc1 | i | -3.2 | -6.0 | -1.4 | 8.9 | 0.8 | 4.1 | -1.9 | 6.4
COc1ccc(Nc2nnc(SCC(=O)NC(=O)Nc3ccc4c(c3)OCCO4)s2)cc1 | i | 7.2 | -0.7 | -0.3 | -9.6 | 1.2 | -86.1 | -6.2 | -2.0
N#Cc1cnc(Nc2nc3ccccc3o2)nc1-c1ccccc1 | i | -7.5 | 2.6 | 3.0 | -23.9 | 10.3 | -12.2 | -13.0 | -2.1
COc1ccc(-c2csc(NC(=O)c3cc(-c4cccs4)nc4ccccc34)n2)c(OC)c1 | + | -4.8 | 21.6 | -3.1 | 6.9 | -2.4 | -2.7 | -2.3 | -3.3
Cc1nc(CSc2nnc(N)s2)cs1 | i | -0.2 | -6.8 | -3.8 | 2.7 | -0.7 | -0.6 | -3.2 | -2.5
COc1ccc2c(c1)CC(C1(O)C(=O)Nc3ccccc31)C2=O (centres undefined) | i | 0.0 | -5.1 | 4.5 | 13.2 | 0.4 | 5.9 | 1.7 | 0.0
OCC[C@@H]1C[C@H](O)[C@@H](O)[C@]2(OCCc3ccccc32)O1 | i | 4.0 | -10.4 | 1.1 | 11.5 | 1.9 | -0.4 | -3.0 | -12.2
COc1ccccc1N=Cc1c(C)c(C#N)c2[nH]c3ccccc3n2c1=O | i | -29.5 | -24.6 | -2.0 | 16.8 | -15.6 | 109.6 | -2.1 | 45.8
